Compound activity deposited in PubChem BioAssay by National Center for Advancing Translational Sciences (NCATS).
PLK1 PBD block: blocks phosphopeptide binding to human PLK1 polo-box domain; Plk1 PBD binding of FITC phosphopeptide, fluorescence polarization; Potency, µM, without a hit: max response, negative = inhibition, hits mostly inhibitors; 360,000 compounds, 2.8% hits; note: potency is the fitted concentration of half-maximal effect; series mostly up to about 57 µM; % is set by controls: 0 for no effect and ±100 for the full control effect; nearly all actives have a fitted effect of over 65% in size
Target sequence (P53350 whole entry, looked up, the tested form may be a part): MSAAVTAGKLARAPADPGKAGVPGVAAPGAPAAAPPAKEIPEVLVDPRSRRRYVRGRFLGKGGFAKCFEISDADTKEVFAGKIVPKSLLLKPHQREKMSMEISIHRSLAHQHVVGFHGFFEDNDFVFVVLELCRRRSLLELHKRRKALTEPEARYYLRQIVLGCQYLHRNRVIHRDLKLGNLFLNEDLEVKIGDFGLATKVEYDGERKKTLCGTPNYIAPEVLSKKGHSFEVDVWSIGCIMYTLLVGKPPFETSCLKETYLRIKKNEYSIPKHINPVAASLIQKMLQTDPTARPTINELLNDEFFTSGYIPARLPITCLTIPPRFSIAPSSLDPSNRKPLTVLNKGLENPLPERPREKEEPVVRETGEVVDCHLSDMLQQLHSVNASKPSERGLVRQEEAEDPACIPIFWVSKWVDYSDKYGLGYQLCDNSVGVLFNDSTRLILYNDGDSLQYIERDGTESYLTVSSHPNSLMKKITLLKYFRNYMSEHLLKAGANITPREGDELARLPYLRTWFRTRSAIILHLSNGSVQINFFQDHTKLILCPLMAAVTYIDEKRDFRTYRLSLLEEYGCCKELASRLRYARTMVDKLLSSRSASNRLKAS
WRN helicase inh: inhibitors of human WRN helicase; Q14191; WRN helicase unwinding, fluorescent forked duplex, kinetic; Potency, µM (top dose mostly 114 µM), for the others: at the top dose activity change, negative = inhibition, most hits filed as inhibitors; 360,000 compounds, 0.46% hits; AID 651768; note: potency is the fitted concentration of half-maximal effect; % is set by controls: 0 for no effect and ±100 for the full control effect; nearly all actives have a fitted effect of over 55% in size
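Primary qHTS, 1536-well format. 20 nM WRN + compound, 15 min RT; start with 100 nM forked fluorophore/quencher duplex, 2 mM ATP (final); kinetic read ex 525/em 598 nm.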
EPAC1 ag: EPAC1 (human) agonism | EPAC1 agonist qHTS, biochemical assay; response scale: 100% = response to 6.5 mM cAMP | Potency, µM (highest dose often 154 µM), for the others: at the top dose activation, usual class: activators | 360,000 compounds, 0.073% hits | AID 720707; note: potency is the fitted concentration of half-maximal effect; nearly all actives have a fitted effect of over 60% in size
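Multi-concentration qHTS readout: loss of Rap1B-bound BODIPY-GDP fluorescence driven by 100 nM EPAC1 with excess GDP (50 uM), monitored kinetically at room temperature; agonist response expressed relative to 6.5 mM cAMP.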
EPAC1 antag: blocks human EPAC1 exchange factor; EPAC1 GEF assay, Rap1b-BODIPY-GDP exchange fluorescence; 360,000 compounds, 0.14% hits; AID 720709; Potency, µM (titrated, usually from 115 µM), for the others: at the top dose activity change, negative = inhibition, most hits filed as inhibitors;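 note: potency is the fitted concentration of half-maximal effect; plate controls were vehicle for no effect and positive control for full effect; nearly all actives have a fitted effect of over 50% in size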
PI5P4Ka inh: inhibitors of human PI5P4K alpha. P48426. PI5P4Kalpha enzyme, ADP-Glo luminescence, 60 min; hits give low values. max response, %. 330,000 compounds, 1.2% hits. AID 652105; active = max response of -50% or lower; inconclusive = between -30% and -50%; inactive = -30% or higher; note: value at the top dose of about 77 µM; % is set by controls: 0 for no effect and ±100 for the full control effect
Target sequence (P48426 whole entry, looked up): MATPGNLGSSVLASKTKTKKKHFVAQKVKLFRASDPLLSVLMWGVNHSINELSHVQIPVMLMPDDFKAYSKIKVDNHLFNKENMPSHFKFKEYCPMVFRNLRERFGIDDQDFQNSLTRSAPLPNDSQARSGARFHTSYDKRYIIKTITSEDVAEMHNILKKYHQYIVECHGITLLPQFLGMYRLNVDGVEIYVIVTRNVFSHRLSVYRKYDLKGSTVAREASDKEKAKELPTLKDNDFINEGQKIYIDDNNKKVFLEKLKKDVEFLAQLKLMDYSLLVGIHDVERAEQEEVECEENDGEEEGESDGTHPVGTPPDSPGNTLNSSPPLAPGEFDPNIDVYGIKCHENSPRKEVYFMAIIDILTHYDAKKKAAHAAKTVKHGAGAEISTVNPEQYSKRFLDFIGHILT
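Human PI5P4Kalpha with substrate in 0.038 M HEPES pH 7.4, 0.28 mM EGTA, 0.1% CHAPS, 5% DMSO; reaction started with 5 microM ATP (final), 60 min at room temperature. ADP formed read by ADP-Glo luminescence.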
CCT modulator: changes cytosolic chaperonin activity; activity change, % (no concentration beside the values), hits read low; AID 651819; purified chaperonin ATPase assay, HTRF ADP detection, 30 min; 360,000 compounds, 0.3% hits; in the data active = activity change below about -30%; note: % is set by controls: 0 for no effect and ±100 for the full control effect
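Enzyme 40 or 20 nM (batch-dependent) in Tris pH 7.4/KCl/MgCl2/DTT; cpd 76 uM single point; ATP 10 uM; 30 min 37 °C; Transcreener ADP HTRF detection, 30 min RT; ratio 665/615.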
MmCpn inh: M. maripaludis TRiC chaperonin inhibition | purified Mm-Cpn ATPase, ADP Transcreener TR-FRET | Potency, µM (series often up to 76.9 µM), for the others: top-dose activity, negative = inhibition, usual class: inhibitors | 330,000 compounds, 0.031% hits; note: potency is the fitted concentration of half-maximal effect; % is set by controls: 0 for no effect and ±100 for the full control effect; nearly all actives have a fitted effect of over 80% in size
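TR-FRET (320 nm excitation; 590 and 665 nm emission) reports ADP made from 10 uM ATP by 25 nM enzyme; compounds were preincubated 10 min, reaction run 30 min, both at 37°C.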
EPAC2 antag: blocks human EPAC2 exchange factor; EPAC2 GEF exchange of Rap1B-BODIPY-GDP, fluorescence; Potency, µM (top dose mostly 114 µM), for inactives: at the highest dose activity, negative = inhibition, actives largely listed as inhibitors; 360,000 compounds, 0.18% hits; note: potency is the fitted concentration of half-maximal effect; % is set by controls: 0 for no effect and ±100 for the full control effect; nearly all actives have a fitted effect of over 45% in size; many of its hits are not listed in these tables
Numbers without * were called inactive; [ ] = dose if it differs, or a comment. Unless noted, calls come from the whole dose curve; as a rule, active = well fitted curve in the direction sought with a large enough effect; inconclusive = small, poorly fitted or top-dose-only effect, or another doubt; inactive = no such curve, though single readings can be large; an effect the other way counts as inactive or inconclusive.

Screening CCOc1ccc(N(CC(=O)NC(C)(C)C)S(=O)(=O)c2c(C)noc2C)cc1 returned PLK1 PBD block -5%, WRN helicase inh -4%, EPAC1 ag 6%, EPAC1 antag 1%, PI5P4Ka inh 2, CCT modulator 0.0, MmCpn inh 1% and EPAC2 antag -7%.
Screening O=C(Nc1ccc(CN2CCOCC2)cc1)c1ccc(Br)o1 returned PLK1 PBD block -7%, WRN helicase inh -2%, EPAC1 ag 6%, EPAC1 antag -1%, PI5P4Ka inh 5, CCT modulator -0.1, MmCpn inh 1% and EPAC2 antag 0%.
For O=C(/C=C/c1ccc([N+](=O)[O-])cc1)N1CCN(Cc2ccccc2)CC1 the results were PLK1 PBD block -3%, WRN helicase inh 7%, EPAC1 ag -6%, EPAC1 antag -2%, PI5P4Ka inh 2, CCT modulator 1.1, MmCpn inh -2% and EPAC2 antag -1%.
For COc1ccccc1N1CCN(C(=O)C(C)NC(=O)c2ccco2)CC1 (stereo not given) the results were PLK1 PBD block -3%, WRN helicase inh -21%, EPAC1 ag 3%, EPAC1 antag 6%, PI5P4Ka inh 4, CCT modulator -1.9, MmCpn inh -1% and EPAC2 antag 6%.
For CC(C)=C(NC(=O)c1ccccc1)C(=O)NCc1ccccc1 the results were PLK1 PBD block -10%, WRN helicase inh 5%, EPAC1 ag -7%, EPAC1 antag 23%, PI5P4Ka inh -11, CCT modulator 3.2, MmCpn inh 1% and EPAC2 antag 6%.
For Cc1ccc(C(=O)Nc2cc(Cl)ccc2-n2cncn2)o1 the results were PLK1 PBD block -5%, WRN helicase inh -3%, EPAC1 ag -2%, EPAC1 antag -24%, PI5P4Ka inh 5, CCT modulator -0.9, MmCpn inh 1% and EPAC2 antag 5%.
For Cc1ccccc1CNC(=O)CCNS(=O)(=O)c1ccc(OC(F)(F)F)cc1 the results were PLK1 PBD block -5%, WRN helicase inh 0%, EPAC1 ag -7%, EPAC1 antag -8%, PI5P4Ka inh 8, CCT modulator -1.6, MmCpn inh -3% and EPAC2 antag 13%.
COc1ccc(CC(CC(=O)O)C(=O)NCc2ccccc2)cc1 (stereo not given) was read as PLK1 PBD block -15%, WRN helicase inh 2%, EPAC1 ag -6%, EPAC1 antag -1%, PI5P4Ka inh -8, CCT modulator 0.1, MmCpn inh 0% and EPAC2 antag 6%.
For Oc1ccc(CNc2ccccc2)c2cccnc12 the results were PLK1 PBD block 7.5µM*, WRN helicase inh -3%, EPAC1 ag -7%, EPAC1 antag 7%, PI5P4Ka inh -55*, CCT modulator 3.5, MmCpn inh 2% and EPAC2 antag 3%.
CC(C)Nc1nc(-c2ccccc2)nc(-n2ccnc2)n1 was read as PLK1 PBD block 2%, WRN helicase inh 0%, EPAC1 ag 5%, EPAC1 antag -5%, CCT modulator 0.9, MmCpn inh 1% and EPAC2 antag -6%.
O=c1[nH]c(-c2ccccn2)nc2sc(-c3ccccc3)cc12 was read as PLK1 PBD block 11µM*, WRN helicase inh -35%, EPAC1 ag 20%, EPAC1 antag 7%, PI5P4Ka inh inconclusive, CCT modulator 1.5, MmCpn inh 5% and EPAC2 antag -8%.
Cc1csc(CN(C)C(=O)C2CCC(=O)N(CCCc3ccccc3)C2)n1 (stereo not given) was read as PLK1 PBD block -10%, WRN helicase inh 6%, EPAC1 ag -2%, EPAC1 antag -4%, PI5P4Ka inh -1, CCT modulator -4.5, MmCpn inh 0% and EPAC2 antag 3%.
Screening COc1ccc(O)c(C(=O)c2cc(C#N)c(=O)n(-c3ccc(Cl)cc3)c2)c1 returned PLK1 PBD block 44%[activator], WRN helicase inh -3%, EPAC1 ag 2%, EPAC1 antag 4%, PI5P4Ka inh -16, CCT modulator 0.5, MmCpn inh 1% and EPAC2 antag -5%.
`COc1cccc(NC(=S)N(CCN(C)C)C(C)c2ccncc2)c1` (stereo not given) gave PLK1 PBD block 2%, WRN helicase inh 10%, EPAC1 ag -7%, EPAC1 antag 10%, PI5P4Ka inh 2, CCT modulator 2.2, MmCpn inh 1% and EPAC2 antag -4%.
Cc1ccc(S(=O)(=O)N2CCN(C(=O)c3cc4c(s3)CCCC4)CC2)cc1 was read as PLK1 PBD block 4%, WRN helicase inh -3%, EPAC1 ag -1%, EPAC1 antag -1%, PI5P4Ka inh 6, CCT modulator 0.1, MmCpn inh -6% and EPAC2 antag -7%.
Screening COC(=O)C1CCN(CC(=O)Nc2ccc(OC)c(Cl)c2)CC1 returned PLK1 PBD block -1%, WRN helicase inh 2%, EPAC1 ag -4%, EPAC1 antag -4%, PI5P4Ka inh 7, CCT modulator -0.5, MmCpn inh -1% and EPAC2 antag 1%.
For CNC(=O)C(=O)NCCc1ccc(Cl)cc1 the results were PLK1 PBD block 1%, WRN helicase inh -3%, EPAC1 ag 0%, EPAC1 antag 3%, PI5P4Ka inh -8, CCT modulator -0.9, MmCpn inh 0% and EPAC2 antag 12%.
Clc1ccc(Br)cc1-c1nc(-c2ccncc2)no1 was read as PLK1 PBD block inconclusive, WRN helicase inh -14%, EPAC1 ag 2%, EPAC1 antag -3%, PI5P4Ka inh -7, CCT modulator 2.3, MmCpn inh -2% and EPAC2 antag -1%.
CC(=O)Nc1ccc(S(=O)(=O)NC2(C(F)(F)F)N=C(c3ccccc3)NC2=O)cc1 (stereo not given) was read as PLK1 PBD block -8%, WRN helicase inh -6%, EPAC1 ag 5%, EPAC1 antag 1%, CCT modulator -1.7, MmCpn inh 1% and EPAC2 antag -1%.
For CC(C)NC(=S)Nc1cccc2cnccc12 the results were PLK1 PBD block -17%, WRN helicase inh -2%, EPAC1 ag 6%, EPAC1 antag -5%, PI5P4Ka inh 2, CCT modulator -1.4, MmCpn inh -2% and EPAC2 antag 2%.
CC(C)N1CCc2c(sc(NC(=O)c3ccc(S(=O)(=O)N4CCOCC4)cc3)c2C(N)=O)C1 was read as PLK1 PBD block 6%, WRN helicase inh -1%, EPAC1 ag 8%, EPAC1 antag -9%, PI5P4Ka inh 7, CCT modulator 0.3, MmCpn inh -6% and EPAC2 antag -2%.
For O=C(Cn1cnc2c(nnn2-c2ccccc2)c1=O)N1CCOCC1 the results were PLK1 PBD block -5%, WRN helicase inh 0%, EPAC1 ag -8%, EPAC1 antag 9%, PI5P4Ka inh -2, CCT modulator -0.5, MmCpn inh -5% and EPAC2 antag 5%.
Cc1sc2nc(SCC(=O)NCc3ccco3)n(-c3ccccc3)c(=O)c2c1C was read as PLK1 PBD block -8%, WRN helicase inh 49%[activator], EPAC1 ag 5%, EPAC1 antag -3%, CCT modulator -0.3, MmCpn inh -19% and EPAC2 antag 0%.
For S=C(NCc1ccco1)Nc1cc(-c2ccccc2)[nH]n1 the results were PLK1 PBD block -16%, WRN helicase inh -23%, EPAC1 ag 5%, EPAC1 antag -13%, PI5P4Ka inh -15, CCT modulator -3.4, MmCpn inh -1% and EPAC2 antag -2%.
Screening CCOC(=O)c1cc(OC(C)=O)c2ccc(OC)c(OC)c2c1 returned PLK1 PBD block 4%, WRN helicase inh 6%, EPAC1 ag -13%, EPAC1 antag 16%, PI5P4Ka inh 0, CCT modulator 0.8 and EPAC2 antag inconclusive.
For Cc1ccc2nc(SCc3nc4ccccc4c(=O)[nH]3)[nH]c2c1 the results were PLK1 PBD block inconclusive, WRN helicase inh -25%, EPAC1 ag 7%, EPAC1 antag -15%, PI5P4Ka inh -30, CCT modulator -3.9, MmCpn inh -3% and EPAC2 antag -1%.
O=C(NCc1ccccc1)Nc1cccc2ccccc12 was read as PLK1 PBD block 3%, WRN helicase inh 0%, EPAC1 ag -5%, EPAC1 antag -1%, PI5P4Ka inh 0, CCT modulator -1.2, MmCpn inh -5% and EPAC2 antag -3%.
For COc1ccc(Cl)cc1S(=O)(=O)NCc1cccs1 the results were PLK1 PBD block 1%, WRN helicase inh 3%, EPAC1 ag -12%, EPAC1 antag 6%, PI5P4Ka inh 0, CCT modulator 0.5, MmCpn inh 0% and EPAC2 antag -5%.

Seven structures out of the list, ordered by heavy-atom count, falling.
CC(C)N1CCc2c(sc(NC(=O)c3ccc(S(=O)(=O)N4CCOCC4)cc3)c2C(N)=O)C1 was read as PLK1 PBD block 6%, WRN helicase inh -1%, EPAC1 ag 8%, EPAC1 antag -9%, PI5P4Ka inh 7, CCT modulator 0.3, MmCpn inh -6% and EPAC2 antag -2%.
Cc1sc2nc(SCC(=O)NCc3ccco3)n(-c3ccccc3)c(=O)c2c1C was read as PLK1 PBD block -8%, WRN helicase inh 49%[activator], EPAC1 ag 5%, EPAC1 antag -3%, CCT modulator -0.3, MmCpn inh -19% and EPAC2 antag 0%.
For O=C(Cn1cnc2c(nnn2-c2ccccc2)c1=O)N1CCOCC1 the results were PLK1 PBD block -5%, WRN helicase inh 0%, EPAC1 ag -8%, EPAC1 antag 9%, PI5P4Ka inh -2, CCT modulator -0.5, MmCpn inh -5% and EPAC2 antag 5%.
For Cc1ccc2nc(SCc3nc4ccccc4c(=O)[nH]3)[nH]c2c1 the results were PLK1 PBD block inconclusive, WRN helicase inh -25%, EPAC1 ag 7%, EPAC1 antag -15%, PI5P4Ka inh -30, CCT modulator -3.9, MmCpn inh -3% and EPAC2 antag -1%.
O=C(NCc1ccccc1)Nc1cccc2ccccc12 was read as PLK1 PBD block 3%, WRN helicase inh 0%, EPAC1 ag -5%, EPAC1 antag -1%, PI5P4Ka inh 0, CCT modulator -1.2, MmCpn inh -5% and EPAC2 antag -3%.
Clc1ccc(Br)cc1-c1nc(-c2ccncc2)no1 was read as PLK1 PBD block inconclusive, WRN helicase inh -14%, EPAC1 ag 2%, EPAC1 antag -3%, PI5P4Ka inh -7, CCT modulator 2.3, MmCpn inh -2% and EPAC2 antag -1%.
For CC(C)NC(=S)Nc1cccc2cnccc12 the results were PLK1 PBD block -17%, WRN helicase inh -2%, EPAC1 ag 6%, EPAC1 antag -5%, PI5P4Ka inh 2, CCT modulator -1.4, MmCpn inh -2% and EPAC2 antag 2%.

An excerpt; the hit share may differ from the screen's.
